Thrombin inh – inhibitors of human thrombin. hit rate 0.26% among 220,000. P00734. alpha-thrombin, Boc-VPR-AMC fluorogenic substrate cleavage. inhibition, % at 5 µM;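 active means inhibition at or above 40%; inactive means inhibition below 40%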;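 further: 0% = enzyme with no compound and 100% = wells without enzyme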
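Material: human alpha-thrombin protein. Incubation: reaction at ambient temperature. Technique: fluorescence of released AMC, ex 355 nm, em 460 nm. Control set: no-compound enzyme wells and no-enzyme blanks. Also added: Boc-VPR-AMC substrate, 15 µM final. Buffer or medium: pH 7.5 Tris (50 mM) with NaCl 150 mM, Tween 20 0.05%.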
Rad51 HR inh – blocks human Rad51 in homologous recombination; Q06609; inhibition, % at 10 µM; hit rate 0.085% among 200,000; hRad51 DNA strand exchange, fluorescence dequenching;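 active means inhibition above 40% at the single screening dose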;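 further: 0% = DMSO control wells and 100% = blanks with heterologous ssDNA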
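Test system: preformed human Rad51 ssDNA filaments; also added: Donor/quencher-labelled 47-bp dsDNA substrate; doses: 10 µM final, single point; times: 37 °C 15-min filament assembly, 30-min compound preincubation, 15-min exchange; detection: FRET fluorescence dequenching, excitation 485 nm, emission 520 nm; read-out basis: Fluorescence-based percent inhibition, control- and blank-normalised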
KCC2 mod – KCC2 (human) Cl- transport modulation. KCC2 cells, thallium flux FluoZin-2 fluorescence. B-score of Tl+ flux slope (higher = more flux/activation; lower = inhibition) at 10 µM. hit rate 2.2% among 190,000. AID 1456. Q9H2X9;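 active means thallium flux slope and its plate-corrected score both differing from the plate sample mean at a set confidence after two filtering rounds, in either direction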;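 further: slope of fluorescence scaled to starting intensity during 10 to 20 s after thallium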
Target sequence (Q9H2X9 whole entry, looked up): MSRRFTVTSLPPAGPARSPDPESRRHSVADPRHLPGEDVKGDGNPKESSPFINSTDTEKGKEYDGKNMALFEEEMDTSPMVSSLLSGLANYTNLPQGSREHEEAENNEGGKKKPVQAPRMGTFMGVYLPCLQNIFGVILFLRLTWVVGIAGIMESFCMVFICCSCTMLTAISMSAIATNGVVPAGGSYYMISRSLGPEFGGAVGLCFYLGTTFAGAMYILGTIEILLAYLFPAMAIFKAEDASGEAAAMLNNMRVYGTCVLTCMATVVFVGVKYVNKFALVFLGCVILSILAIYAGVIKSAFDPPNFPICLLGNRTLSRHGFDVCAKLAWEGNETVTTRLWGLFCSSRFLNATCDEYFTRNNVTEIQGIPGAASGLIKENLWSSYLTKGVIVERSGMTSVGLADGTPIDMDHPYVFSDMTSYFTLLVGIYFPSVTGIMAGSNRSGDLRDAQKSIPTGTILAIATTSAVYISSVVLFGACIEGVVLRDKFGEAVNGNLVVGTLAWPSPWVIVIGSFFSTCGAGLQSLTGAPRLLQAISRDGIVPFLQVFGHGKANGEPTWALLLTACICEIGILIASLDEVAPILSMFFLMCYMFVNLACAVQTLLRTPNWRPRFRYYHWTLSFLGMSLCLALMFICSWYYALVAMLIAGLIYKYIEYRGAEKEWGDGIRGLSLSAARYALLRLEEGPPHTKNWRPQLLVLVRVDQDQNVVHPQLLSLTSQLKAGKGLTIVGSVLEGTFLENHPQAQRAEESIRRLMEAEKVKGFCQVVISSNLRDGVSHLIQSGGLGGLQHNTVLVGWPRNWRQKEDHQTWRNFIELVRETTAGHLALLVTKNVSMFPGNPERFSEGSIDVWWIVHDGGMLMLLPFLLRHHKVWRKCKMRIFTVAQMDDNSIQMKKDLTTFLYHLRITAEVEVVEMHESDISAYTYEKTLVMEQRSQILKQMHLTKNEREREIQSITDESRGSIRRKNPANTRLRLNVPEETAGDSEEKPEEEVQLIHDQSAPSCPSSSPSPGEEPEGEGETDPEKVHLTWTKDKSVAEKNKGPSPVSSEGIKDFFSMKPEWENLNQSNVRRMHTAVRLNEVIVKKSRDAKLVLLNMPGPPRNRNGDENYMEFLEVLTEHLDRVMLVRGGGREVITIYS
Furin inhibitor – blocks human furin protease activity | hit rate 0.061% among 220,000 | P09958 | purified furin, fluorogenic substrate cleavage | AID 463115 | inhibition, % at 30 µM; in the data active means inhibition above about 25%; further: inactives centre near -15
hK5 inh – blocks human kallikrein 5 protease activity. inhibition, % at 5 µM. hit rate 0.59% among 210,000. AID 873. Q9Y337. recombinant hK5, fluorogenic AMC substrate cleavage;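 active means inhibition of 40% or more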;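 further: 0% = enzyme controls without compound and 100% = no-enzyme blanks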
FXIIa inh – inhibitors of human coagulation factor XIIa. AID 800. P00748. hit rate 0.3% among 220,000. inhibition, % at 5 µM. purified FXIIa, Boc-QGR-AMC fluorogenic substrate, 2 h; in the data active means inhibition above about 40%;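 further: 0% = enzyme with no compound and 100% = blank without enzyme; many of its hits are not listed in these tables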
PERK inhibitor – human PERK inhibition, primary cell-based screen; Q9NZJ5; CHO PERK-DD fusion, SEAP luminescence translation reporter; inhibition, % at 5.6 µM; hit rate 0.17% among 220,000; AID 1416;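 active means inhibition above the mean inhibition of all tested compounds plus 3 SD, set separately per screening campaign, cut at about 2.9% in these data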;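 further: PERK kinase domain activated by AP20187 dimerizer at 100 nM; 0% = DMSO with dimerizer and 100% = rapamycin at 8.4 µM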
FXIa inh 1536 – blocks human coagulation factor XIa protease activity; P03951; purified FXIa, Boc-Glu-Ala-Arg-AMC fluorogenic substrate; inhibition, % at 5 µM; hit rate 0.14% among 220,000;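 active means inhibition of at least 40%; inactive means inhibition below 40%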;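 further: fluorescence of freed AMC excited at 355 nm; 0% = enzyme without compound and 100% = no enzyme blank; many of its hits are not listed in these tables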
m-calpain inh – inhibitors of pig calpain II; purified calpain II, fluorogenic peptide substrate, 30 min; inhibition, % at 16 µM; hit rate 0.37% among 220,000; AID 1236;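 active means inhibition above about 50%, limit read from the data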
Starred values were filed as active, the others as inactive; x = no result given; [ ] = remark or other dose.

SMILES	Thrombin inh	Rad51 HR inh	KCC2 mod	Furin inhibitor	hK5 inh	FXIIa inh	PERK inhibitor	FXIa inh 1536	m-calpain inh
O=C(OCCCN=C1NS(=O)(=O)c2ccccc21)c1ccccc1F	-2	-2	0.31	-22[20 µM]	-1	5	0.5	-3	6
CCNC(=O)c1sc2cc(C)ccc2c1Cl	3	-4	-1.1	-19	-17	1	0.4	-4	13
CCS(=O)(=O)N1CCCC(C(=O)NCCCN2CCCC2=O)C1 (stereo unspecified)	-1	2	-0.51	-29	-3	5	1.9	-5	12
Nc1cc(=O)nc(SCC(=O)N(C2CCCCC2)C2CCCCC2)n1-c1ccccc1	4	1	x	-12[20 µM]	-6	14	-1.0	-3	-112
O=C(O)C(Cc1c[nH]c2ccccc12)NS(=O)(=O)c1cccc2nsnc12 (stereo unspecified)	-2	0	2.1	-8	-6	3	1.1	2	-9
Cn1ccc(C(=O)OCC(=O)Nc2cccc3ccccc23)n1	-10	0	0.63	-25	7	7	1.6	0	-26
N#CCCSCc1ccc2oc(C(=O)O)cc2c1	-7	0	x	-25	-3	16	0.9	-3	-7
O=C(COc1ccccc1[N+](=O)[O-])Nc1cccnc1	0	10	1.1	-8	-2	2	-0.1	3	11
Cc1nn(Cc2ccc([N+](=O)[O-])cc2)c(=O)n1-c1ccccc1Cl	4	-2	0.38	-20	2	13	-0.1	2	31
COc1ccc(OC)c(NC(=O)C2CCN(S(=O)(=O)c3cccs3)CC2)c1	3	-13	0.92	-4[20 µM]	-1	13	-0.2	1	12
COC(=O)C1=C(C)NC(=O)/C1=C\c1ccco1	2	-4	-0.8	3[20 µM]	-26	13	0.1	5	-9
CC1=C(C)C(=O)C(N2CCOCC2)=CC1=O	-10	-2	-0.65	-18	-9	10	1.3	4	-7
C=CCN(CC=C)C(=S)NC(=O)c1ccc(OC)c(Br)c1	5	-3	56*	-11[20 µM]	-51	7	-1.7	2	-25
COc1ccc(CC(=O)NCc2n[nH]c(=S)n2-c2ccc(F)cc2)cc1	-6	2	0.53	-31	-1	6	0.2	2	-22
CCn1c(=O)cc(SCC(=O)NCc2ccc3c(c2)OCO3)c2ccccc21	3	-7	-0.38	-11	-8	-1	-0.7	0	26

Reprinted from the part before: 6 compounds, followed by the next part.
SMILES	Thrombin inh	Rad51 HR inh	KCC2 mod	Furin inhibitor	hK5 inh	FXIIa inh	PERK inhibitor	FXIa inh 1536	m-calpain inh
COc1ccc(OC)c(NC(=O)C2CCN(S(=O)(=O)c3cccs3)CC2)c1	3	-13	0.92	-4[20 µM]	-1	13	-0.2	1	12
COC(=O)C1=C(C)NC(=O)/C1=C\c1ccco1	2	-4	-0.8	3[20 µM]	-26	13	0.1	5	-9
CC1=C(C)C(=O)C(N2CCOCC2)=CC1=O	-10	-2	-0.65	-18	-9	10	1.3	4	-7
C=CCN(CC=C)C(=S)NC(=O)c1ccc(OC)c(Br)c1	5	-3	56*	-11[20 µM]	-51	7	-1.7	2	-25
COc1ccc(CC(=O)NCc2n[nH]c(=S)n2-c2ccc(F)cc2)cc1	-6	2	0.53	-31	-1	6	0.2	2	-22
CCn1c(=O)cc(SCC(=O)NCc2ccc3c(c2)OCO3)c2ccccc21	3	-7	-0.38	-11	-8	-1	-0.7	0	26
COC(=O)C(Cc1c[nH]c2ccccc12)NC(=O)c1cccs1 (stereo unspecified)	-6	10	0.3	-9	5	1	-0.3	-15	-8
CC(C)c1[nH]nc2c1C(Cc1ccccc1)C(C#N)=C(N)O2 (stereo unspecified)	4	-2	0.3	-6	-19	13	-0.8	7	-35
Cn1cnnc1SC1CCCCC1NS(=O)(=O)c1ccccc1 (stereo unspecified)	-4	-3	0.26	-28[20 µM]	0	1	1.6	-3	4
CCOC(=O)CNC(c1ccccc1)c1cc(Br)ccc1NC(=O)OCC (stereo unspecified)	1	-2	-1.7	-19[20 µM]	-17	23	-1.2	8	-23
Nc1ncn(CC(=O)c2ccccc2)n1	1	30	0.57	-16	-6	7	0.8	-2	2
CSc1cccc(CN2CCCC(CO)(Cc3cccc(Cl)c3)C2)c1 (stereo unspecified)	-13	13	-0.6	-21	-1	4	0.4	-3	1
COCCNc1cc(C)nc2c(-c3ccccc3OC)c(C)nn12	-1	2	-1	-21	1	1	-0.1	0	6
c1cncc(CSc2nnc3ccc(-c4ccco4)nn23)c1	-3	-6	0.23	-16	-2	3	1.3	-2	-324
COc1ccc(OC)c(/C=N/NC(=O)c2cc3c(OC)c(OC)ccc3[nH]2)c1	35	-8	-0.031	-1	38	14	-0.9	10	-12
O=C(Nc1nccs1)c1ccc(Cl)c(S(=O)(=O)N2CCCCC2)c1	4	6	1.3	0[20 µM]	5	2	-1.6	6	28
Cc1[nH]c2ccccc2c1-c1csc(NC(=O)CN2CCOCC2)n1	-1	20	-2.4	-16	-6	6	1.2	-1	12
CC(=O)NC(Cc1cccc(F)c1)C(=O)NC1CCN(C(=O)c2ccc(C)cc2)CC1 (stereo unspecified)	-4	7	0.3	-15	-10	0	0.3	-3	11
Cc1noc(NS(=O)(=O)c2ccc(N3CC(O)=C(c4ccccc4)C3=N)cc2)c1C	-7	2	-0.032	-23	28	1	0.3	-10	7
N#Cc1ccc(C23CC4(C2)[C@H](CN(Cc2ccc(C(F)(F)F)cc2)[C@@H]4c2ccccc2)C3c2ccc(Cl)nc2)cc1 (stereo partly specified)	0	6	0.75	-24	4	6	x	2	-44
CCNC(=O)CN1C(=O)NC(Cc2ccccc2)(Cc2ccccc2)C1=O	3	3	0.42	-25	7	14	0.6	5	15
CCOC(=O)c1cnc(-n2cc(C)cn2)nc1NCc1ccc2c(c1)OCO2	-2	3	0.19	-20	10	20	-0.9	17	-5
Cc1ccc(NC(=O)CCC(=O)OC(C(=O)c2ccc(C)c(C)c2)c2ccccc2)c(C)c1 (stereo unspecified)	5	1	-0.36	-15	5	1	-0.1	0	16
COc1ccc(C(=O)CN2C(=O)COc3ccccc32)cc1	-4	3	-0.28	-21	8	9	0.2	3	23
Cc1ccccc1N(CC(=O)NCc1ccncc1)S(C)(=O)=O	-1	-3	x	-15	4	12	1.3	2	-27
CCOc1ccc(NC(=S)NCc2nc3ccccc3[nH]2)cc1	-1	29	-0.53	-17	-11	6	-0.4	-4	-13
COc1ccc(-n2c(=O)c3ccccc3n(CC(=O)NC3CCCCC3)c2=O)c(OC)c1	4	-2	x	4	-3	8	-1.2	2	-6
O=C(O)c1cc(N2C(=O)C3C4C=CC(C4)C3C2=O)ccc1NCc1cccnc1 (stereo unspecified)	2	-28	0.87	-12[20 µM]	-1	8	0.0	2	-122
O=C(CN1CCCC1)Nc1ccc(NC(=O)Nc2ccccc2Cl)cc1	3	-7	0.12	-17[20 µM]	-18	7	-0.9	9	28
Cc1sc(/C=C2\C(=O)ON=C2c2ccccc2)cc1Br	6	x	0.26	-13	3	15	1.5	7	-37
N#CCCN(C(=O)COc1ccc(Br)cc1F)c1ccc(F)cc1	4	6	0.47	-29	-1	6	0.6	2	27
CCOC(=O)N1CCC2(CC1)CC(=O)c1cc(O)ccc1O2	0	-2	-0.04	-16	-12	8	0.8	-6	-19
O=C(Nc1ccccc1-c1nnn(CC(=O)N2CCCc3ccccc32)n1)c1cccc(Cl)c1	x	1	-0.69	-12[20 µM]	x	x	0.3	x	x
COc1ccc(/C=C/C(=O)NCCCn2ccnc2)cc1	-2	-4	0.61	-1	-21	0	0.4	-3	-18
COc1ccc(Cl)cc1NC(=S)NCCC(c1ccccc1)c1ccccc1	-7	1	-0.38	-24	3	8	0.3	5	31
Cc1nnc(-c2cnn(-c3ccccc3)c2N)n1Cc1ccc(F)cc1	3	3	x	-20[20 µM]	-6	30	0.4	21	-8
O=C1CC(N2CCC(O)CC2)C(=O)N1c1ccc(Br)cc1 (stereo unspecified)	-6	-11	0.5	-1	0	9	0.3	-3	8
O=C(COC(=O)c1cccc(NS(=O)(=O)/C=C/c2ccccc2)c1)Nc1ccccc1OC(F)F	-4	10	-0.66	-12	-10	3	0.2	6	-15
Cc1cc(C)cc(NC(=O)CCN2CC(C)OC(C)C2)c1 (stereo unspecified)	0	4	x	-17	-1	15	-0.3	0	-34
CC1(C)C/C(=N\O)c2cc3c(nc2C1)CCCC3	0	-4	0.28	-11	-8	10	0.0	5	-29
O=c1c2ccccc2ncn1-c1ccc(Cl)cc1[N+](=O)[O-]	-7	-7	0.18	-17	-3	3	0.0	-5	-31
Cc1noc(NS(=O)(=O)c2ccc(NC(=O)CCCOc3ccc(Cl)cc3Cl)cc2)c1C	3	-1	-0.29	-15[20 µM]	-8	18	0.5	8	-41
Cc1cc(C)nc(N/N=C/c2ccccc2OCc2ccc(Br)cc2)n1	1	x	-0.94	-12	-2	10	0.6	2	7
C=CCn1c(COc2ccc(Cl)cc2)nnc1SCC(=O)c1c(N)n(C)c(=O)n(C)c1=O	1	-1	-0.28	-28	4	11	1.0	3	4
Cc1cccc(OCCOc2ccccc2C=C(C#N)C#N)c1	-1	x	-0.053	-12	-5	11	0.8	7	-44
COCCn1c(SCC(=O)c2[nH]c(C)c(C(C)=O)c2C)nc2ccccc2c1=O	-6	-4	-0.014	-23	-5	6	0.5	-3	-31
Cc1ccc(OCC(=O)N2CCOCC2)c([N+](=O)[O-])n1	-2	-1	1.8	-20	-5	5	1.4	-3	-3
Cc1ccsc1C(=O)OCC(=O)N1CCc2ccccc2C1	3	3	-2.1	-15	-2	9	0.6	0	1
NNC(=O)c1ccc(COc2ccc3c(c2)CCC3)o1	-12	-3	-0.045	-21	-9	14	0.2	8	-12
O=C1NC2(CCOc3ccccc32)C(=O)N1CC(=O)N(Cc1ccccc1)C1CCS(=O)(=O)C1 (stereo unspecified)	-2	-1	0.61	-23	1	8	0.0	-9	-10
NC(=NC(=O)c1ccccc1)N1CCN(C(c2ccccc2)c2ccccc2)CC1	-3	x	-0.022	-27	1	7	0.9	2	-13
CCN(C(=O)CCN1C(=O)c2ccccc2C1=O)C1CCCCC1	-4	1	0.085	-23	-3	8	0.7	0	14
CCn1c(CSc2nnc(-c3ccncc3)n2CCOC)nc2cc(C(=O)O)ccc21	-9	-6	x	-12	-2	3	-0.1	-5	11
COc1ccc(OC)c(C2C(C(N)=O)=C(C)Nc3nc(-c4cccc(Cl)c4)nn32)c1 (stereo unspecified)	-2	4	0.51	-15	3	13	-0.6	6	-36
C=CC(=O)NCC1OCCc2ccccc21 (stereo unspecified)	-2	4	0.65	-25	2	8	0.8	-2	-31
CCn1c(CNS(=O)(=O)c2ccc(Cl)cc2)n[nH]c1=S	2	18	-0.023	-9	6	28	0.7	8	9
CC1=C(C(=O)OC(C)C)C(c2cccs2)NC(=O)N1 (stereo unspecified)	1	7	0.57	-28	0	10	1.5	-1	-28
Cc1ccc(-n2c(SCC(=O)Nc3ccc4c(c3)OCO4)nnc2-c2ccoc2C)cc1	-8	10	0.26	-17	-26	-6	0.3	-2	-37
Cc1cc2c(=O)[nH]cnc2s1	-2	2	-0.77	-11[20 µM]	-10	4	1.0	-3	1
CCOC(=O)c1c(/N=C/c2cccc(C)c2O)sc2c1CCN(C)C2	-10	3	-0.066	-10	-7	9	0.2	-1	-20
CCOC(=O)Cn1c(=O)oc2ccc(C)cc21	0	22	0.88	-16	-8	2	0.3	-5	7
O=C(c1ccccc1)c1cc([N+](=O)[O-])ccc1N1CCOCC1	-5	-2	1.2	0	-4	9	0.3	-2	-21

A portion of the library; count on the stated rates, not on these rows.
